Assay outcomes (PubChem)
L3MBTL1 inh = blocks human L3MBTL1; Q9Y468; AlphaScreen L3MBTL1–H3K9me1 peptide binding; Potency, µM (doses to about 57.1 µM), inactives show top-dose activity, negative = inhibition, usual class: inhibitors; actives 0.66% (n = 230,000); AID 485360; further: on the % scale 0 is the no-effect control and ±100 the full control effect; nearly all actives have a fitted effect of over 60% in size
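AlphaScreen assay: L3MBTL1 (50 nM final) was preincubated 30 min at room temperature with biotinylated H3(1-15)K9me1 peptide (75 nM final), then 30 min with library compounds; streptavidin donor and nickel chelate acceptor beads (10 ug/mL final) added, 30 min dark.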
Tau ThT inhib = blocks human tau fibril formation measured by thioflavin T; P10636; recombinant tau K18 P301L, heparin-induced fibrillization, ThT fluorescence; Potency, µM (titrated, usually from 57.4 µM), without a hit: top-dose activity, negative = inhibition, actives largely listed as inhibitors; actives 2.1% (n = 270,000); AID 1460; further: on the % scale 0 is the no-effect control and ±100 the full control effect; nearly all actives have a fitted effect of over 55% in size
Target sequence (P10636 561-689 P618L limits assumed): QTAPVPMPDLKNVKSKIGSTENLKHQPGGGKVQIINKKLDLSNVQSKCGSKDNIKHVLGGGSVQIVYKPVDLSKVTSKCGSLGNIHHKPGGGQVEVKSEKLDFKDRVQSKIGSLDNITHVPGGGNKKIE
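ThT emission at 510 nm, taken 1 hr after adding 30 uM dye, quantifies aggregates formed when 20 uM heparin acts on human tau K18 P301L for 6 hr at 37 C.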
KinaseGlo FLuc = blocks Kinase-Glo luciferase, a counter-screen artifact | Kinase-Glo luciferase, ATP luminescence, 8 min | Potency, µM (top dose mostly 38.3 µM), inactives show at the highest dose activity change, negative = inhibition, hits mostly inhibitors | actives 0.28% (n = 200,000); further: on the % scale 0 is the no-effect control and ±100 the full control effect; nearly all actives have a fitted effect of over 60% in size
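Kinase-Glo luciferase light output from ATP and luciferin was measured with 10 uM ATP, within the enzyme's linear range. Buffer: 50 mM imidazole pH 7.2, 50 mM KCl, 7 mM MgCl2, 0.01% Tween 20, 0.05% BSA; luminescence read after 8 min at ambient temperature.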
SMN2 splice enh = increases expression of the SMN2 splice variant | HEK293 SMN2-luciferase splicing reporter, luminescence, 30-36 h | Potency, µM (series often up to 46.1 µM), for inactives: top-dose activity change, positive = activation, usual class: activators | actives 2.8% (n = 210,000); further: % of control where 0% means no effect; nearly all actives have a fitted effect of over 55% in size
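HEK293 cells carry an SMN2 […]–luciferase reporter in which exon 7 inclusion puts luciferase in frame. Cells were plated 10-12 h before compound addition, then incubated 30-36 h at 37C. ONE-Glo luminescence was read; sodium butyrate at 4.5 mM final served as control.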
LMNA splice mod = LMNA splicing modulation | HeLa LMNA splicing GFP/RFP minigene ratio, 48 h | Potency, µM (top dose mostly 46.1 µM), without a hit: at the top dose ratio change, negative = inhibition, usual class: inhibitors | actives 0.01% (n = 200,000) | AID 1487; active means well fitted inhibition curve with a large enough effect in the signal ratio, with a control signal flat, not every such curve was filed as active; inconclusive means small, poorly fitted or top-dose-only effect, or effect the other way, or a change in a side signal; the % refers to the signal ratio; further: on the % scale 0 is the no-effect control and ±100 the full control effect
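Read-out is the ratio of GFP to DsRed2 object intensity, acquired by 488 nm laser-scanning cytometry on HeLa lamin A-EGFP minigene reporter cells. Compound incubation 48 hrs at 37 °C in Opti-MEM with 2% FBS; DMSO 0.5% final.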
ALDH1A1 inh = inhibitors of human aldehyde dehydrogenase 1A1 | P00352 | Purified ALDH1A1, NADH fluorescence, propionaldehyde substrate | Potency, µM (highest dose often 75.3 µM), inactives show at the top dose activity, negative = inhibition, hits mostly inhibitors | actives 7.3% (n = 220,000); active means well fitted inhibition curve with a large enough effect, not every such curve was filed as active; inconclusive means small, poorly fitted or top-dose-only effect, or another doubt; inactive means no such curve, though single readings can be large or run the other way;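 further: plate controls were no enzyme wells and a reference inhibitor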
Target sequence (P00352 whole entry, looked up): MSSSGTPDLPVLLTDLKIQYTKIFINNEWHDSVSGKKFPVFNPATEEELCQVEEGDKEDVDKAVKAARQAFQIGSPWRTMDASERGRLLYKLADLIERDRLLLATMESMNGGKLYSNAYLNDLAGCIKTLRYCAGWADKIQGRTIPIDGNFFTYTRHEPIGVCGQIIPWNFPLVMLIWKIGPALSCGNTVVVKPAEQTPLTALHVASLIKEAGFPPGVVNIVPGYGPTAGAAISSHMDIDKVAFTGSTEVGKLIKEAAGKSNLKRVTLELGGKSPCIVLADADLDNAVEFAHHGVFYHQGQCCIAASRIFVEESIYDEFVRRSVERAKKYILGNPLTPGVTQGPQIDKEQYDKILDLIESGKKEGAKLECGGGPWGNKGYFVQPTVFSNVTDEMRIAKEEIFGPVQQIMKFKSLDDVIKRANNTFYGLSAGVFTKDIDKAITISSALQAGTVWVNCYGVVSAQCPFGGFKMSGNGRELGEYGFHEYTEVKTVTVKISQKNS
JMJD2E inh = inhibitors of human JMJD2E histone demethylase; Potency, µM (series often up to 57.1 µM), for inactives: at the top dose activity change, negative = inhibition, usual class: inhibitors; JMJD2E catalytic domain, FDH-coupled NADH fluorescence (FDH is formaldehyde dehydrogenase); B2RXH2; AID 2147; actives 1.6% (n = 230,000); active means well fitted inhibition curve with a large enough effect, not every such curve was filed as active; inconclusive means small, poorly fitted or top-dose-only effect, or another doubt; inactive means no such curve, though single readings can be large or run the other way;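 further: 0% = wells with enzyme and -100% = buffer wells without enzyme; nearly all actives have a fitted effect of over 50% in size; many of its hits are not listed in these tables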
Target sequence (B2RXH2 1-337 limits assumed): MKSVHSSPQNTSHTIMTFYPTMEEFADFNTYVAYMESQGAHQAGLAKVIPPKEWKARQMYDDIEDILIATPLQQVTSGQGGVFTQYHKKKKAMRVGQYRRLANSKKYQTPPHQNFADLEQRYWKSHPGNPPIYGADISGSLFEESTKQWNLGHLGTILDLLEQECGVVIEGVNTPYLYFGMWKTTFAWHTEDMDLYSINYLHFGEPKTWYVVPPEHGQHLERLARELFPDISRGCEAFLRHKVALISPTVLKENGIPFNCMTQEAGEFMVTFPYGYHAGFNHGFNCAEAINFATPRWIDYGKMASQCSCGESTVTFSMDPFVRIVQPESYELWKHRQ
RECQ1 inh = blocks DNA unwinding by human RECQ1; P46063; actives 0.54% (n = 240,000); RECQ1 DNA unwinding, red fluorescence kinetic read; Potency, µM (titrated, usually from 57.3 µM), for inactives: at the highest dose activity, negative = inhibition, hits mostly inhibitors; AID 2549;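 further: plate controls were vehicle for no effect and no enzyme for full effect; nearly all actives have a fitted effect of over 30% in size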
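RECQ1T1 50 nM; forked duplex (20 bp + 30-nt ss tails) 200 nM, ATP 2 mM final; pH 8.0, 2 mM MgCl2, 2.5 ug/ml poly(dI-dC); 15 min compound preincubation; discontinuous kinetic read over 2 h at RT.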
Starred values were filed as active, the others as inactive; i = inactive; ? = inconclusive; . = no result given; [ ] = another dose, or the depositor's remark. Unless noted, the call rests on the fitted dose curve; in most records, active means well fitted curve in the direction sought with a large enough effect; inconclusive means small, poorly fitted or top-dose-only effect, or another doubt; inactive means no such curve, though single readings can be large; an effect the other way counts as inactive or inconclusive. Potency means the concentration at half of the fitted maximal effect. These rows are one share of the data (hit frequency here may not be typical).

SMILES | L3MBTL1 inh | Tau ThT inhib | KinaseGlo FLuc | SMN2 splice enh | LMNA splice mod | ALDH1A1 inh | JMJD2E inh | RECQ1 inh
CCn1c(N2CCN(CC(=O)c3c(C)n(C)c4ccc(OC)cc34)CC2)nc2c1c(=O)[nH]c(=O)n2C | . | ? | . | . | 0%[46 µM] | . | 10% | -8%
Cc1ccc(NC(=O)c2ccc(S(=O)(=O)NCC3CCCO3)cc2)cc1C (configuration not stated) | 9% | 1% | 2% | . | . | ? | -1% | -6%
CCNS(=O)(=O)c1cc(OC)c(Cl)cc1OC | 4% | 1% | -2% | 3% | 11% | ? | ? | -7%
Cn1cc(/C=C/C(=O)N2CCCC(C(=O)c3cccc(C(F)(F)F)c3)C2)cn1 (configuration not stated) | -1% | -4% | . | . | . | -12% | -6% | -8%
O=C(Nc1ccc2c(c1)OCO2)C1CCCN1C(=O)OCc1ccccc1 (configuration not stated) | -6% | -5% | 2% | -18% | 9% | ? | 4% | -1%
CN(Cc1cccs1)C(=O)CSc1nc2ccccc2[nH]1 | -4% | -4% | 2% | . | . | 2% | 12% | -8%
CCCn1c(=S)[nH]c2cc(C(=O)N3CCCC(C(=O)OCC)C3)ccc2c1=O (configuration not stated) | 3% | 9% | -4% | -49%[inhibitor] | 0% | -13% | 6% | i
CCCCn1nc(NC(=O)c2cccs2)c2cc3ccccc3nc21 | 102%[activator] | ? | -1% | . | ? | ? | 0% | -15%
CCOC(=O)C(CC(=O)O)NCc1ccco1 (configuration not stated) | 8% | -4% | . | . | . | . | -24% | i
Cc1cc(C2=NNC(=Nc3ccccc3)SC2)c(C)n1C | . | ? | -4% | ? | . | ? | ? | i
CC(=O)N(c1ccc(Cl)cc1)c1cn(C(C)=O)c2ccccc12 | 0% | -4% | 0% | -10% | -5%[46 µM] | 8% | -3% | -5%
COc1cccc2cc(C(=O)N3C(C)CCCC3C)c(=O)oc12 (configuration not stated) | -5% | -4% | -2% | 0% | -8% | -8% | 4% | i
Cc1cc2c(cc1C)N(C(=O)CSC1=NCCS1)C(C)(C)c1ssc(=S)c1-2 | ? | ? | -1% | -44%[inhibitor] | -20% | 0% | 6% | -4%
Cc1ccccc1-n1cnc2c(sc3nc(N4CCOCC4)c4c(c32)CCCC4)c1=O | 33%[activator] | -8% | . | . | . | ? | 5% | -3%
Cc1cc2c(Nc3ccccc3)ncnc2s1 | 11% | -4% | -3% | -9% | 2%[46 µM] | 2% | -8% | i
Cc1c(C(=O)NNS(=O)(=O)c2ccccc2Cl)sc(=S)n1C | 8% | -16% | -2% | 14% | -4% | -11% | 21% | -3%
Cn1c(=O)n(C)c2cc(S(=O)(=O)NCCO)ccc21 | . | -7% | 0% | 0% | 17% | -6% | 7% | -16%
CCC1CCCCN1c1nc(-c2ccncc2)nc2ccccc12 (configuration not stated) | . | ? | -2% | 6% | -4% | ? | -13% | -14%
O=C(NC1CCN(C(=O)NCc2ccccc2)CC1)c1ccco1 | 1% | -7% | 16% | -3% | 4% | -1% | 1% | -12%
COc1ccccc1CNCC(=O)NCc1ccc(C)cc1 | 6% | -11% | 0% | . | ? | ? | ? | -6%
COC(=O)c1sc(-c2ccc(Cl)cc2)cc1N | 23% | ? | . | . | 29%[46 µM] | -3% | ? | -4%
CSc1nc(N)c2ncn([C@@H]3O[C@H](COP(=O)(O)OP(=O)(O)OP(=O)(O)O)[C@H](O)[C@H]3O)c2n1 | . | -1% | ? | 25% | ? | 8% | -11% | -6%
CC(C)(C)c1ccc(S(=O)(=O)N2CC(=O)Nc3ccccc32)cc1 | . | -7% | 0% | 7% | 2% | ? | -1% | -11%
COc1cccc(-c2nnn(CC(=O)Nc3ccc(C)cc3C)n2)c1OC | 1% | -5% | -4% | -13% | 3% | 20% | -8% | -1%
CCCn1cnc2scc(-c3ccc(C)cc3)c2c1=O | 1% | -11% | -1% | . | ? | -2% | 0% | 0%

The list goes on; the last four above are carried over.
SMILES | L3MBTL1 inh | Tau ThT inhib | KinaseGlo FLuc | SMN2 splice enh | LMNA splice mod | ALDH1A1 inh | JMJD2E inh | RECQ1 inh
CSc1nc(N)c2ncn([C@@H]3O[C@H](COP(=O)(O)OP(=O)(O)OP(=O)(O)O)[C@H](O)[C@H]3O)c2n1 | . | -1% | ? | 25% | ? | 8% | -11% | -6%
CC(C)(C)c1ccc(S(=O)(=O)N2CC(=O)Nc3ccccc32)cc1 | . | -7% | 0% | 7% | 2% | ? | -1% | -11%
COc1cccc(-c2nnn(CC(=O)Nc3ccc(C)cc3C)n2)c1OC | 1% | -5% | -4% | -13% | 3% | 20% | -8% | -1%
CCCn1cnc2scc(-c3ccc(C)cc3)c2c1=O | 1% | -11% | -1% | . | ? | -2% | 0% | 0%
O=C(CCSc1ccccc1)N1CCN(c2ccccc2)CC1 | 1% | ? | 3% | 22µM* | -5%[46 µM] | 3% | 10% | i
O=C(NC(C(=O)N/N=C/c1ccccc1)c1n[nH]c(=O)c2ccccc12)c1ccccc1 (configuration not stated) | -5% | -5% | . | . | -3% | ? | 1% | -2%
C=C(C)c1cccc(C(C)(C)NC(=O)N2CCCCC2CC)c1 (configuration not stated) | . | -5% | -3% | -42% | -7% | ? | -7% | i
O=C(NC(=S)N1CCN(c2ccccc2)CC1)c1ccc(S(=O)(=O)N2CCOCC2)cc1 | -5% | -8% | . | . | . | . | 2% | -1%
Cc1cccc(N2CCN(Cc3c(C)n(C)n(-c4ccccc4)c3=O)CC2)c1C | -4% | 4% | 0% | -34%[inhibitor] | 1% | 10% | -7% | -15%
Cc1nn(Cc2ccc(Cl)c(Cl)c2)c(C)c1NC(=O)c1cc(-c2ccc3c(c2)OCO3)on1 | 2% | -2% | 1% | -46%[inhibitor] | ? | -4% | -14% | -5%
Cc1ccc(S(=O)(=O)CNC(=S)c2cccc(Cl)c2)cc1 | 5% | ? | 0% | 1% | 4% | ? | -4% | -7%
Cc1ccc(/C=C/C(=O)OCC(=O)NC(C)C)o1 | . | -15% | -1% | 15% | 18%[46 µM] | 3% | 0% | i
CC(=O)Nn1cc2c(c1-c1ccccc1)c(=O)n(C)c(=O)n2C | -3% | -9% | -4% | -21% | ? | ? | ? | -1%
CC(=O)c1ccc(N2CCN(C(=O)/C=C/c3ccc(S(=O)(=O)NCc4ccco4)cc3)CC2)cc1 | -7% | ? | -3% | -51%[inhibitor] | -19%[46 µM] | -9% | -18% | -4%
O=C(Oc1ccc(/C=N/Nc2ccccc2)cc1)c1ccccc1 | -7% | ? | -2% | -17% | 10% | -8% | ? | i
CC1Sc2ccc(C(=O)O)cc2NC1=O (configuration not stated) | . | 11% | 25% | -25% | -6% | 3% | -1% | 9%
Cc1cc(N)c2ccccc2n1 | -30% | 3% | -3% | -3% | . | -3% | 1% | -12%
O=C(CSc1nc2ccccc2c(=O)n1-c1ccc(F)cc1)Nc1ccc2c(c1)CCC2 | -1% | -12% | -3% | 28% | -6% | -13% | -21% | -20%
Cc1ccc2nc(C3CCN(C(=O)c4ccco4)CC3)[nH]c2c1 | -2% | -3% | -1% | -9% | 7% | -1% | 1% | -5%
Cc1ccc(C(=O)N/N=C2\CC3CC=CC23)c(C)c1 (configuration not stated) | 4% | 1% | 1% | 14% | . | 5% | 15% | -9%
CCCOC(=O)c1cccc(NC(=O)COc2ccc([N+](=O)[O-])cc2)c1 | 6% | -11% | 0% | -49%[inhibitor] | ? | -1% | -6% | -15%
CC(C)(C)NC(=O)c1cccc(NC(=O)Cc2ccc(Br)cc2)c1 | 17% | -2% | -3% | 0% | ? | 9% | 15% | i
COc1ccc(OCc2nnc(SCC(=O)c3ccccc3)o2)cc1 | 3% | ? | -1% | -8% | 15%[46 µM] | ? | -11% | i
COc1cc2c(cc1OC)-c1cc(OCc3ccccc3Cl)nc(=O)n1CC2 | . | ? | -5% | ? | 0% | ? | ? | -8%
Clc1ccccc1-c1nnc2sc(-c3ccccn3)nn12 | 5%[11.4 µM] | -9% | 2% | -35%[inhibitor] | -9% | ? | ? | 5%
O=C1CCCc2c1nc(-c1ccc([N+](=O)[O-])cc1)n2O | 15% | -12% | . | . | . | ? | -4% | i
CSC(=Nc1ccccc1)C1=C(O)COC1=O | -8% | -8% | -3% | -16% | -4% | 25µM* | ? | i
Cc1nn(C)c(C)c1/C=C(\C#N)C(N)=O | 4% | 4% | 1% | 12% | -3% | -1% | -6% | -6%
COc1ccc2[nH]c(=O)c(CN(C(=O)NC3CCCCC3)C3CCCC3)cc2c1 | 4% | 11% | -5% | 4% | 6% | -3% | -8% | -4%

Additional results:
SMILES | L3MBTL1 inh | Tau ThT inhib | KinaseGlo FLuc | SMN2 splice enh | LMNA splice mod | ALDH1A1 inh | JMJD2E inh | RECQ1 inh
COc1ccc(NC(=O)c2ccc3ccccc3n2)cc1S(=O)(=O)N1CCCCC1 | -15% | -4% | 1% | 17% | ? | 1% | -29% | -3%
COc1ccc([N+](=O)[O-])cc1NC(=S)NC(NC(C)=O)C(Cl)(Cl)Cl (configuration not stated) | 1% | -7% | . | . | . | . | 3% | -7%
CC(C)(ONC(=O)Nc1ccccc1Cl)C(=O)O | 47%[activator] | -10% | . | . | . | . | -3% | -1%
Cc1cccc(C)c1NC(=O)C(NC=O)c1ccccc1 (configuration not stated) | -2% | -6% | -2% | 2% | 4% | 1% | 9% | -4%
O=C(NC1CCCC1)c1n[nH]c2ccccc12 | . | -3% | -12% | . | . | 2% | -5% | i
O=C(O)c1cc2c(cc1Cl)N1CCCCCC1=NS2(=O)=O | 1% | 8% | 2% | -1% | . | 1% | -6% | 5%
O=S(=O)(CCN1CCSCC1)c1ccc(Cl)cc1 | 0% | -14% | . | . | . | . | 1% | -1%
O=C1CC(N2CCCCC2)C(=O)N1c1ccccc1 (configuration not stated) | -16% | -7% | 3% | 2% | 1% | ? | 9% | -7%
